Source: PubChem
KCNQ2 block: KCNQ2 potassium channel inhibitors, primary screen, cell-based, CHO-K1, FluxOR thallium flux, B-score (AID 2156); O88943; 20 min; stronger effect = lower value; B-score at 10 µM; 310,000 tested, 1.1% active;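 active = fluorescence ratio B-score at most minus 3 library SDs, with starting brightness B-score within 2 library SDs, cut at about -5.5 in these data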
Target sequence (O88943 whole entry, looked up): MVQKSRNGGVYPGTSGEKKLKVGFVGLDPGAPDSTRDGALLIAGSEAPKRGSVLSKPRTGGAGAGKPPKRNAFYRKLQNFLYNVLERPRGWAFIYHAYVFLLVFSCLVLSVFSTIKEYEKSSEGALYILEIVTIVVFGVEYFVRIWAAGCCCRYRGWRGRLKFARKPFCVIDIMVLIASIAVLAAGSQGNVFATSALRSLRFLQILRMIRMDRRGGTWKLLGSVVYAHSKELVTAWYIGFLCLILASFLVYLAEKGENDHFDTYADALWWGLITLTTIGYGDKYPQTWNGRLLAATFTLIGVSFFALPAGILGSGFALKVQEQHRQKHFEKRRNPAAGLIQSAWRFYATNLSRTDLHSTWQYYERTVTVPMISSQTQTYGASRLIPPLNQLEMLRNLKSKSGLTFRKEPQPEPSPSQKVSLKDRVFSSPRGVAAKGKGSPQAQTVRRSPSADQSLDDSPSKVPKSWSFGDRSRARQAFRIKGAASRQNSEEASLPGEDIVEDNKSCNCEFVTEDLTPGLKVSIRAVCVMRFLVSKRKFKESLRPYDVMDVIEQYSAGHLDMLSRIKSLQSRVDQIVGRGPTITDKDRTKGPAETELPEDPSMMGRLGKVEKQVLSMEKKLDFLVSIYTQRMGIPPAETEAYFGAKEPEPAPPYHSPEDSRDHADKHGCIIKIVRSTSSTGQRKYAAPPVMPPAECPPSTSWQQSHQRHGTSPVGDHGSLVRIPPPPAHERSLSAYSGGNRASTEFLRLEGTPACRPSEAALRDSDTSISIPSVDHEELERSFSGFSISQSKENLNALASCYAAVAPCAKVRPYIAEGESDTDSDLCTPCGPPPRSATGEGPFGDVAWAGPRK
Kir21 inh: blocks the mouse Kir2.1 inward-rectifier potassium channel | HEK293-Kir2.1, FluxOR thallium flux fluorescence; stronger effect = lower value | B-score at 10 µM | 310,000 tested, 0.85% active;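 active = fluorescence ratio B-score at or below minus 3 SD of library scores, with starting-brightness B-score within 2 SD, cut at about -4.2 in these data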;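 also: channel flux triggered by added potassium and thallium sulfate stimulus; B-score of peak minus minimum fluorescence over baseline after thallium stimulus; more negative B-score means stronger Kir2.1 block with less thallium influx; some compounds called inactive have numbers as strong as hits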
STK33 inh: inhibitors of human STK33 kinase; Q9BYT3; purified STK33, MBP phosphorylation, ADP-Glo luminescence; inhibition, % at 10 µM; 320,000 tested, 0.073% active;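 active = inhibition at or above 25%, using the most active replicate where run in duplicate; inactive = inhibition below 25%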
Starred values were filed as active, the others as inactive.

How did COc1ccc(S(=O)(=O)N2CCN(C(=O)c3cccnc3)CC2)cc1OC do in these assays?
KCNQ2 block: inactive; Kir21 inh: 0.71; STK33 inh: 8.2

How did CN(C)S(=O)(=O)N(CC(=O)Nc1ccccc1F)c1ccccc1 do in these assays?
KCNQ2 block: inactive; Kir21 inh: -1.15; STK33 inh: 0.0

How did CC1(c2ccccc2Cl)NC(=O)N(CC(=O)NCc2ccco2)C1=O (configuration not stated) do in these assays?
KCNQ2 block: inactive; Kir21 inh: 1.66; STK33 inh: -1.9

What do the screens show for `O=C(NC(Cc1c[nH]c2ccccc12)C(=O)N/N=C/c1ccc(Br)cc1)c1cccs1` (configuration not stated)?
KCNQ2 block: inactive; Kir21 inh: 1.24; STK33 inh: -3.1

What do the screens show for `NS(=O)(=O)c1ccc(CCNC(=O)C2CCCCN2S(=O)(=O)c2ccccc2)cc1` (configuration not stated)?
KCNQ2 block: inactive; Kir21 inh: -0.34; STK33 inh: -1.6

How did Cc1nc([N+](=O)[O-])c(Sc2nc3ccccc3n2C)n1Cc1ccccc1 do in these assays?
KCNQ2 block: inactive; Kir21 inh: 0.62; STK33 inh: -0.3

How did COc1ccc(S(=O)(=O)NCC2CCCN(Cc3ccc(C)o3)C2)cc1 (configuration not stated) do in these assays?
KCNQ2 block: inactive; Kir21 inh: 1.16; STK33 inh: -2.2

What do the screens show for `COc1ccccc1N1CC(C(=O)Nc2cccc(C(=O)O)c2)CC1=O` (configuration not stated)?
KCNQ2 block: inactive; Kir21 inh: 0.36; STK33 inh: -0.5

Results for CCN(CC(=O)Nc1cccc(OC)c1)C(=O)c1ccco1 ?
KCNQ2 block: inactive; Kir21 inh: 0.43; STK33 inh: -1.4

How did CCOc1ccc(N2C(=O)C3C(c4ccc(O)cc4)NC(CCSC)(C(=O)OC)C3C2=O)cc1 (configuration not stated) do in these assays?
KCNQ2 block: inactive; Kir21 inh: 0.4; STK33 inh: -2.3

How did CCN(CC)S(=O)(=O)c1cccc(NC(=O)COC(=O)c2ccc(Br)o2)c1 do in these assays?
KCNQ2 block: inactive; Kir21 inh: 0.02; STK33 inh: -1.1

Results for O=C(C1CCCO1)N1N=C(c2ccc(Br)cc2)CC1c1ccco1 (configuration not stated) ?
KCNQ2 block: inactive; Kir21 inh: 0.2

The list goes on, overlapping the part above by two compounds.
How did CCN(CC)S(=O)(=O)c1cccc(NC(=O)COC(=O)c2ccc(Br)o2)c1 do in these assays?
KCNQ2 block: inactive; Kir21 inh: 0.02; STK33 inh: -1.1

Results for O=C(C1CCCO1)N1N=C(c2ccc(Br)cc2)CC1c1ccco1 (configuration not stated) ?
KCNQ2 block: inactive; Kir21 inh: 0.2

How did Cc1cc(NC(=O)COC(=O)CC2CCCC2)c([N+](=O)[O-])cc1C do in these assays?
KCNQ2 block: inactive; Kir21 inh: -1.69; STK33 inh: -1.8

What do the screens show for `COc1ccc(OCc2cc(C(=O)N(C)C(C)c3ccon3)no2)c(Cl)c1` (configuration not stated)?
KCNQ2 block: inactive; Kir21 inh: -2.78; STK33 inh: -0.5

Results for Cc1ccc(NC(=O)CCC(=O)NCCO)cc1 ?
KCNQ2 block: inactive; Kir21 inh: 1.99; STK33 inh: 1.8

Results for CCCCSc1nnc(-c2ccccc2)c2ccccc12 ?
KCNQ2 block: inactive; Kir21 inh: -1.05; STK33 inh: 1.2

What do the screens show for `Cn1c(C(=O)O)ccc1S(=O)(=O)N(Cc1ccccc1)Cc1ccccc1`?
KCNQ2 block: inactive; Kir21 inh: 0.57; STK33 inh: -0.8

How did CCCCC(=O)Nc1ccc(C)c(O)c1 do in these assays?
KCNQ2 block: inactive; Kir21 inh: -0.1; STK33 inh: -1.3

Results for O=C(CSc1n[nH]c(-c2ccncc2)n1)Nc1ccc(Cl)c(C(=O)O)c1 ?
KCNQ2 block: inactive; Kir21 inh: -1.53; STK33 inh: 2.0

How did COCCSc1ccccc1C(=O)N1CCN(c2ccccc2)CC1 do in these assays?
KCNQ2 block: inactive; Kir21 inh: -0.28; STK33 inh: -1.3

What do the screens show for `CCCCOc1ccc(-c2ncc(C(=O)OCC)c(N)n2)cc1`?
KCNQ2 block: inactive; Kir21 inh: -0.56; STK33 inh: -0.6

What do the screens show for `Cc1cccc(OCCSc2nc3ncnc(N)c3[nH]2)c1`?
KCNQ2 block: inactive; Kir21 inh: 0.77; STK33 inh: 3.2

How did COc1cccc(C2CC(c3c(-c4ccccc4)c4cc(Cl)ccc4[nH]c3=O)=NN2S(C)(=O)=O)c1OC (configuration not stated) do in these assays?
KCNQ2 block: inactive; Kir21 inh: 0.04; STK33 inh: -1.7

What do the screens show for `O=C(c1cc2c(s1)-c1ccccc1OC2)N1CCc2ccccc2C1`?
KCNQ2 block: -5.57*; Kir21 inh: 0.93; STK33 inh: 0.2

Results for COc1ccc2c(c1)CCNC2Cc1ccc(OC)c(O)c1 (configuration not stated) ?
KCNQ2 block: inactive; Kir21 inh: 1.91; STK33 inh: -0.1

Results for COc1cccc(C2C(C(C)=O)=C(C)Nc3ncnn32)c1 (configuration not stated) ?
KCNQ2 block: inactive; Kir21 inh: 0.68; STK33 inh: -2.9

How did CCOC(=O)C(=NCCCN(C)C)NNc1cc(C(F)(F)F)ccc1Cl do in these assays?
KCNQ2 block: inactive; Kir21 inh: -1.51; STK33 inh: 0.1

Results for COc1ccc(NC(=O)c2c(C)nn(Cc3ccccc3)c2C)cc1S(=O)(=O)N(C)C ?
KCNQ2 block: inactive; Kir21 inh: -0.43; STK33 inh: -2.8

Results for CCCc1ccc(C(=O)N2CCN(c3ccccc3OCC)CC2)cc1 ?
KCNQ2 block: inactive; Kir21 inh: -0.75; STK33 inh: -0.6

What do the screens show for `CCc1c(C)nc(N)n2c(SCC(=O)NC3CCCCC3)nnc12`?
KCNQ2 block: inactive; Kir21 inh: 1.44; STK33 inh: 0.5

What do the screens show for `CCS(=O)(=O)N1Cc2ccccc2CC1C(=O)Nc1nnc(C2CC2)s1` (configuration not stated)?
KCNQ2 block: inactive; Kir21 inh: -0.3; STK33 inh: -0.9

How did O=C(/C=C/c1ccccc1)NC(=S)NNC(=O)Cc1cccs1 do in these assays?
KCNQ2 block: inactive; Kir21 inh: 1.34; STK33 inh: -3.4

Results for Cc1noc(C)c1C(=O)OCC(=O)NC(c1ccccc1)c1ccccc1 ?
KCNQ2 block: inactive; Kir21 inh: 0.16; STK33 inh: -0.3

What do the screens show for `Cc1ccc(CNC(=O)CCC(=O)c2cccs2)cc1`?
KCNQ2 block: inactive; Kir21 inh: 0.45; STK33 inh: -0.4

What do the screens show for `CCc1ccc(S(=O)(=O)Nc2ccc(O)c3ccccc23)cc1`?
KCNQ2 block: inactive; Kir21 inh: -1.23; STK33 inh: -0.6

How did O=C(Nc1cccc2[nH]ncc12)NS(=O)(=O)c1ccccc1 do in these assays?
KCNQ2 block: inactive; Kir21 inh: -0.32; STK33 inh: 0.1

Results for CC(C)N(CCO)Cc1nc(C(c2ccccc2)c2ccccc2)no1 ?
KCNQ2 block: inactive; Kir21 inh: -0.25; STK33 inh: -0.1

Results for CCOC(=O)c1ccc(S(=O)(=O)Nc2nc3cc(S(=O)(=O)NC4=NCCCCC4)ccc3s2)cc1 ?
KCNQ2 block: inactive; Kir21 inh: 1.32; STK33 inh: -0.5

What do the screens show for `CCc1ccc2[nH]c3nc(SCc4nnc(-c5ccc(C)cc5)o4)nnc3c2c1`?
KCNQ2 block: inactive; Kir21 inh: -0.05; STK33 inh: 0.7

What do the screens show for `O=C(NCCc1ccc(Cl)cc1)C1CCC(CNc2c(N3CCCCC3)c(=O)c2=O)CC1` (configuration not stated)?
KCNQ2 block: inactive; Kir21 inh: 3.22; STK33 inh: -3.8

What do the screens show for `CN(NS(=O)(=O)c1ccc(Cl)cc1)c1ncc(C(F)(F)F)cc1Cl`?
KCNQ2 block: inactive; Kir21 inh: -6.39*; STK33 inh: -1.0

What do the screens show for `CCOc1cccc(CN(CC)CC2CCCN(CCc3cccc(OC)c3)C2)c1O` (configuration not stated)?
KCNQ2 block: inactive; Kir21 inh: -0.05; STK33 inh: -1.8

Results for N#CC1=C(N)Oc2cc(N)ccc2C1c1cccc(Br)c1 (configuration not stated) ?
KCNQ2 block: inactive; Kir21 inh: -2.2; STK33 inh: -0.3

What do the screens show for `Cc1cc(C(=O)N2CCN(C/C=C/c3ccccc3)CC2)cs1`?
KCNQ2 block: inactive; Kir21 inh: 0.04; STK33 inh: -1.0

What do the screens show for `Cc1ccc(NC(=S)N2CCN(Cc3ccc4c(c3)OCO4)CC2)c(C)c1`?
KCNQ2 block: inactive; Kir21 inh: 0.72; STK33 inh: 1.0

Results for Cn1c(CNC(=O)c2ccc3c(c2)OCO3)nnc1SCC(=O)Nc1ccc(F)cc1F ?
KCNQ2 block: inactive; Kir21 inh: 1.04; STK33 inh: -1.6

Results for C[C@@H](C(=O)N1CCN(Cc2ccc3c(c2)OCO3)CC1)n1nnc2ccccc2c1=O ?
KCNQ2 block: inactive; Kir21 inh: -0.43; STK33 inh: -0.9

Results for CCOC(=O)c1cc(NC(=O)SCC(=O)O)c(C)nc1C ?
KCNQ2 block: inactive; Kir21 inh: 1.2; STK33 inh: -1.1

Results for CN(C(=O)COc1ccccc1)c1nnc(-c2cccnc2)s1 ?
KCNQ2 block: inactive; Kir21 inh: 0.89; STK33 inh: 4.0

Results for COc1ccc(S(=O)(=O)Nc2ccc(F)cc2)c(C)c1C ?
KCNQ2 block: inactive; Kir21 inh: -3.7; STK33 inh: -2.0

Results for CCOC(=O)c1ccc(NC(=O)c2sc3nc4n(c(=O)c3c2C)CCC4)cc1 ?
KCNQ2 block: inactive; Kir21 inh: 2.21; STK33 inh: -0.9

What do the screens show for `Cc1ccc(N(CC(=O)NC2CC3CCC2C3)S(C)(=O)=O)cc1C` (configuration not stated)?
KCNQ2 block: inactive; Kir21 inh: 0.23; STK33 inh: 0.5

How did Cc1ccc(-c2nnc(Nc3ccc4c(c3)OCO4)c3ccccc23)cc1S(=O)(=O)NC(C)C do in these assays?
KCNQ2 block: inactive; Kir21 inh: 2.07; STK33 inh: 0.0

How did O=C(/C=C/c1cccc([N+](=O)[O-])c1)NCc1ccccc1 do in these assays?
KCNQ2 block: inactive; Kir21 inh: -0.9; STK33 inh: 0.2

Results for COc1ccc(Nc2nc(NCc3ccco3)nc(N/N=C/c3ccc(O)cc3)n2)cc1 ?
KCNQ2 block: inactive; Kir21 inh: -0.88; STK33 inh: 2.0

How did CC(=O)Nc1ccc(S(=O)(=O)NCCC(=O)NCCc2ccc(F)cc2)cc1 do in these assays?
KCNQ2 block: inactive; Kir21 inh: 0.06; STK33 inh: -2.2

What do the screens show for `CCc1nn2c(N(C)CCO)cc(C)nc2c1-c1ccc(F)cc1`?
KCNQ2 block: inactive; Kir21 inh: 1.44; STK33 inh: 2.1

What do the screens show for `Cc1noc(C)c1CSCC(=O)N(C)CC(=O)Nc1ccc(F)cc1`?
KCNQ2 block: inactive; Kir21 inh: -0.47; STK33 inh: 2.1

Results for CCN(CC)S(=O)(=O)c1ccc2c(c1)nc(CCC(=O)OCC(=O)Nc1cc(OC)cc(OC)c1)n2C ?
KCNQ2 block: inactive; Kir21 inh: 0.52; STK33 inh: 0.7

Results for CCCCOc1ccc(C(=O)Nc2ccc(N3CCN(C)CC3)cc2)cc1 ?
KCNQ2 block: inactive; Kir21 inh: -0.36; STK33 inh: -0.1

What do the screens show for `CNC(=S)N/N=C/c1ccc(OCc2ccccc2)c(Br)c1`?
KCNQ2 block: inactive; Kir21 inh: 1.25; STK33 inh: -2.6

How did CN(C)S(=O)(=O)c1cccc(NC(=O)COc2ccc(C(=O)c3ccccc3)cc2)c1 do in these assays?
KCNQ2 block: inactive; Kir21 inh: -0.1; STK33 inh: 3.2

What do the screens show for `COCCn1c(SCc2cc(=O)n3ccsc3n2)nnc1-c1ccncc1`?
KCNQ2 block: inactive; Kir21 inh: -0.86; STK33 inh: -0.8

Results for Cc1cc(C(=O)NCc2cc(C(=O)O)co2)co1 ?
KCNQ2 block: inactive; Kir21 inh: -0.02; STK33 inh: -1.2

What do the screens show for `CN(CCc1cn[nH]c1)C(=O)C1CCC(=O)N(CC2CCCCC2)C1` (configuration not stated)?
KCNQ2 block: inactive; Kir21 inh: 0.17

Results for Cc1cccc(Nc2nc(N)c([N+](=O)[O-])c(NCc3ccco3)n2)c1 ?
KCNQ2 block: inactive; Kir21 inh: 0.02; STK33 inh: 2.4

How did N#C/C(=N\Nc1ccccc1F)c1nc(-c2ccccc2)cs1 do in these assays?
KCNQ2 block: inactive; Kir21 inh: -0.02; STK33 inh: -0.5

For reference, part of the list above.
Results for CCN(CC)S(=O)(=O)c1ccc2c(c1)nc(CCC(=O)OCC(=O)Nc1cc(OC)cc(OC)c1)n2C ?
KCNQ2 block: inactive; Kir21 inh: 0.52; STK33 inh: 0.7

Results for CCCCOc1ccc(C(=O)Nc2ccc(N3CCN(C)CC3)cc2)cc1 ?
KCNQ2 block: inactive; Kir21 inh: -0.36; STK33 inh: -0.1

What do the screens show for `CNC(=S)N/N=C/c1ccc(OCc2ccccc2)c(Br)c1`?
KCNQ2 block: inactive; Kir21 inh: 1.25; STK33 inh: -2.6

How did CN(C)S(=O)(=O)c1cccc(NC(=O)COc2ccc(C(=O)c3ccccc3)cc2)c1 do in these assays?
KCNQ2 block: inactive; Kir21 inh: -0.1; STK33 inh: 3.2

What do the screens show for `COCCn1c(SCc2cc(=O)n3ccsc3n2)nnc1-c1ccncc1`?
KCNQ2 block: inactive; Kir21 inh: -0.86; STK33 inh: -0.8

Results for Cc1cc(C(=O)NCc2cc(C(=O)O)co2)co1 ?
KCNQ2 block: inactive; Kir21 inh: -0.02; STK33 inh: -1.2
